Bioassay records (PubChem BioAssay)
BL2 CD40 inh = CD40 pathway inhibition in BL2 cells; 83,000 tested, 0.94% active; BL2 NF-kB luciferase reporter, CD40L-induced, 4 h; inhibition, % at 10 µM;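 active = mean inhibition of at least 50% with a set share of replicates also reaching that level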;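 also: 0% = neutral control wells and 100% = IKK inhibitor VII at 50 µM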
* marks the source's active call; other numbers are inactive results; & = joins results of further samples; [ ] = remark or other dose. An excerpt; the hit share may differ from the screen's.

SMILES	BL2 CD40 inh
Cc1ccc(OCc2cc(C(=O)N3CCc4sccc4C3)no2)cc1C	37.8*
O=C(COC(=O)/C=C/c1ccc(Cl)c(Cl)c1)NC1CCS(=O)(=O)C1 (configuration not stated)	-5.6
CC(=O)c1c(C)[nH]c(C(=O)OCC(=O)Nc2cccc(S(=O)(=O)N(C)C)c2)c1C	13.1
OCCNc1cc(-n2nc(-c3ccccc3)cc2-c2ccccc2)ncn1	-4.4
Cc1cccc(N2CCN(c3nnc(C(F)(F)F)s3)CC2)c1	3.2
CC(C)NC(=O)N(C)C[C@H]1Oc2ccc(N(C)C)cc2C(=O)N(C)C[C@H]1C	13.3
C[C@H]1CN([C@@H](C)CO)C(=O)c2ccccc2-c2ccccc2CO[C@H]1CN(C)C(=O)Nc1ccc(F)cc1	-12.1
CC(C)=N/N=C1/NC(=O)C(c2ccc(Cl)cc2)S1 (configuration not stated)	4.7
Cc1cnc(CNC(=O)c2ccc3sc([C@H]4C[C@H](O)[C@@H](CO)O4)nc3c2)cn1	-3.3
O=C(Cn1nc(C(F)(F)F)c2c1CCCC2)Nc1ccc2c(c1)OCO2	6.4
C[C@@H]1CCCCO[C@@H](CN(C)S(=O)(=O)c2cn(C)cn2)[C@H](C)CN([C@H](C)CO)C(=O)c2cc(N(C)C)ccc2O1	-11.6[25 µM]
Nc1nonc1C(=O)NCCNCc1ccccc1OCc1ccccc1F	14.3
CN(CC(=O)NCc1ccccc1)CC(=O)Nc1ccc(Cl)c(C(F)(F)F)c1	7.7
CSCCC(NC(=O)c1ccco1)C(=O)N1CCN(C(c2ccccc2)c2ccccc2)CC1 (configuration not stated)	-12.6
N#Cc1cccc(S(=O)(=O)NCCOc2ccccc2F)c1	2.7
Cc1ccc(C)c(SCC(=O)Nc2cccc(S(=O)(=O)N3CCOCC3)c2)c1	-4.6
Cc1nn2c3ccccc3nc2c2ccccc12	-48.0
O=C(Nc1ccc(Oc2cccc(C(F)(F)F)c2)nc1)c1ccco1	3.0
CC1CCCN(C(=O)COC(=O)c2ccc3[nH]c4c(c3c2)CCCC4)C1 (configuration not stated)	-38.2
O=C(NC1CCCC1)N[C@@H]1C=C[C@H](CC(=O)N2CCOCC2)O[C@H]1CO	-3.7[25 µM]
O=C(CN1CCOCC1)N1CC[C@@H]2[C@@H](CO)Nc3ccc(Br)cc3[C@@H]21	-1.8[25 µM]
O=C(CN1CCOCC1)N1CCCCN2[C@H](CO)[C@@H](c3ccc(Br)cc3)[C@@H]2C1	4.3[25 µM]
O=C(CCn1ccnc1)Nc1nc2ccccc2[nH]1	0.5
COc1ccc(N2CCN(C(=O)CN3C(=O)NC4(CCCCC4C)C3=O)CC2)cc1 (configuration not stated)	-4.3
Cc1nn(CC(O)Cn2c3c(c4ccccc42)CCN(C)C3=O)c(C)c1Br (configuration not stated)	23.1
CS(=O)(=O)N1[C@@H](C#N)[C@H](c2ccc(C#CC3CCCCC3)cc2)[C@@H]1CO	-1.7
C[C@H](NC(=O)C[C@H]1CC[C@@H]2[C@H](COc3ccc(NS(=O)(=O)c4ccc(Cl)cc4)cc3C(=O)N2C)O1)c1ccccc1	-10.1[25 µM]
O=C1COc2ccc(C(=O)COC(=O)c3ccccc3Cl)cc2N1	-59.8
C[C@@H]1CN([C@H](C)CO)C(=O)CCCn2cc(nn2)CO[C@H]1CN(C)Cc1ccc2c(c1)OCCN2C	-1.4[25 µM]
COc1ccc(CN(C)C(=O)[C@H](Cc2ccccc2)NC(=O)c2ccco2)c(OC)c1	5.7

Entries listed so far that have four or more nitrogen atoms (10):
SMILES	BL2 CD40 inh
OCCNc1cc(-n2nc(-c3ccccc3)cc2-c2ccccc2)ncn1	-4.4
Cc1cccc(N2CCN(c3nnc(C(F)(F)F)s3)CC2)c1	3.2
CC(C)NC(=O)N(C)C[C@H]1Oc2ccc(N(C)C)cc2C(=O)N(C)C[C@H]1C	13.3
Cc1cnc(CNC(=O)c2ccc3sc([C@H]4C[C@H](O)[C@@H](CO)O4)nc3c2)cn1	-3.3
C[C@@H]1CCCCO[C@@H](CN(C)S(=O)(=O)c2cn(C)cn2)[C@H](C)CN([C@H](C)CO)C(=O)c2cc(N(C)C)ccc2O1	-11.6[25 µM]
Nc1nonc1C(=O)NCCNCc1ccccc1OCc1ccccc1F	14.3
O=C(CCn1ccnc1)Nc1nc2ccccc2[nH]1	0.5
COc1ccc(N2CCN(C(=O)CN3C(=O)NC4(CCCCC4C)C3=O)CC2)cc1 (configuration not stated)	-4.3
Cc1nn(CC(O)Cn2c3c(c4ccccc42)CCN(C)C3=O)c(C)c1Br (configuration not stated)	23.1
C[C@@H]1CN([C@H](C)CO)C(=O)CCCn2cc(nn2)CO[C@H]1CN(C)Cc1ccc2c(c1)OCCN2C	-1.4[25 µM]

Remaining list, next part:
SMILES	BL2 CD40 inh
CO[C@H]1CN(C)C(=O)c2cc(NC(=O)C3CCCCC3)ccc2OC[C@H](C)N(Cc2cccnc2)C[C@H]1C	-2.1[25 µM]
Cn1cnc(S(=O)(=O)N2C[C@H](O)COC[C@H]3O[C@@H](CC(=O)NCc4cccc(F)c4)CC[C@@H]32)c1	-6.1[25 µM]
CCCNC(=O)N1C[C@H](C)[C@@H](OC)CN(C)C(=O)c2ccc(NC(=O)CC)cc2OC[C@@H]1C	-3.3[25 µM]
Cn1ccnc1CN1CCCCC1C(=O)Nc1ccc(Oc2cccnc2)cc1 (configuration not stated)	-2.4
O=C(c1ccc2nccnc2c1)N1CCN(c2ccccc2)CC1	-27.1
O=C1CC(N2CCN(S(=O)(=O)c3ccc([N+](=O)[O-])cc3)CC2)C(=O)N1c1ccccc1F (configuration not stated)	-0.1
CC1(C)NC(=O)N(CC(=O)N2CCN(S(=O)(=O)c3ccccc3F)CC2)C1=O	-15.7
COc1cc(CC(CC(=O)c2ccc3c(c2)OCO3)C(=O)O)cc(OC)c1OC (configuration not stated)	2.4
COc1cccc(-c2ccc(C3[C@@H]4CN(S(=O)(=O)c5ccccc5)C[C@H]3N4)cc2)c1 (some centres not stated)	24.3
Cc1ccc(S(=O)(=O)CCC(=O)OCC(=O)NC2CCS(=O)(=O)C2)cc1 (configuration not stated)	7.1

In the list so far, two have two or more sulfur atoms.
SMILES	BL2 CD40 inh
Cc1ccc(C)c(SCC(=O)Nc2cccc(S(=O)(=O)N3CCOCC3)c2)c1	-4.6
Cc1ccc(S(=O)(=O)CCC(=O)OCC(=O)NC2CCS(=O)(=O)C2)cc1 (configuration not stated)	7.1

The results go on.
SMILES	BL2 CD40 inh
C[C@H](CO)N1C[C@H](C)[C@@H](CN(C)C)Oc2ccc(NC(=O)CCCN(C)C)cc2CC1=O	3.6[25 µM]
O=C(O)CCc1ccc(-c2cccs2)n1Cc1ccco1	-50.0
COC(=O)C1C2C=CC(C3CC23)C1C(=O)OCC(=O)c1ccccc1 (configuration not stated)	0.2
COc1ccc(CCN(C)C(=O)c2cnc(C)cn2)cc1OC	5.5
Cc1cc(C(=O)OCC(=O)NCCc2ccc(S(N)(=O)=O)cc2)c2ccccc2n1	0.3
O=C(COC(=O)CCN=C1NS(=O)(=O)c2ccccc21)NC1CCCCCCC1	-0.8
CC(C)NC(=O)N(C)C[C@H]1OCCCC[C@@H](C)Oc2ccc(NC(=O)Nc3ccc(C(F)(F)F)cc3)cc2C(=O)N([C@H](C)CO)C[C@@H]1C	19.8
CC(C)Oc1ccc(/C=N/NC(=O)C2CCCN2S(=O)(=O)c2ccc(Cl)cc2)cc1 (configuration not stated)	2.7
COc1ccccc1C(=O)NCCC(=O)NCC1COc2ccccc2O1 (configuration not stated)	10.8
Cc1cc(C)c(S(=O)(=O)N2CCN(C(=O)c3cc4ccccc4oc3=O)CC2)c(C)c1	-1.1
CO[C@@H]1CN(C)C(=O)c2ccc(NC(=O)Nc3cccc(Cl)c3)cc2OC[C@H](C)N(C(=O)Nc2c(C)noc2C)C[C@H]1C	-6.3
N#C[C@H]1[C@H](c2ccc(C3=CCCCC3)cc2)[C@@H](CO)N1C(=O)c1ccccn1	-3.8
CCn1cnc2c1c(=O)n(CC(=O)NCc1ccccc1)c(=O)n2Cc1ccccc1	8.8
O=C(Nc1ccc2c(c1)[C@H]1C[C@H](CC(=O)N3CCOCC3)O[C@H](CO)[C@H]1O2)Nc1ccccc1F	-3.8[25 µM]
COc1ccc(CCN(C)C(=O)CSc2nnc(C3CC3)n2N)cc1OC	0.1
CCOC(=O)c1c(C)[nH]c(C(=O)COc2ccc3c(c2)OCO3)c1C	-6.4
O=C(C[C@@H]1C[C@@H]2c3cc(NC(=O)c4cccnc4)ccc3O[C@@H]2[C@@H](CO)O1)NC1CCCC1	-5.5
CC(C)C(NC=C1C(=O)OC(C)(C)OC1=O)C(=O)O (configuration not stated)	7.5
COC(=O)[C@@H]1[C@@H](CO)[C@@H]2Cn3c(ccc(C4=CCCC4)c3=O)[C@@H]2N1CC1CCOCC1	8.2[25 µM]
CCCNC(C)C(=O)Nc1ccccc1C (configuration not stated)	-1.9
COc1ccc(CNC(=O)C[C@H]2C[C@@H]3c4cc(NC(=O)NC5CCCC5)ccc4O[C@@H]3[C@@H](CO)O2)cc1	-6.3[25 µM]
O=C(N(Cc1ccccc1)c1ccccn1)C12CC3CC(CC(C3)C1)C2	14.8
Fc1ccccc1OCCCN1CCOCC1	-6.0
CCOC(=O)c1c(NC(=O)C2C3C=CC(C3)C2C(=O)O)sc2c1CC(C)(C)OC2 (configuration not stated)	-3.6
CN(c1ccccc1)S(=O)(=O)c1cccc(NC(=O)CN2CCCc3ccccc32)c1	3.1
COC(=O)Cn1cnc2c(C#N)c3n(c2c1=O)CCCCC3	0.8
CC(=O)NCCOC(=O)Nc1ccncc1	11.1
O=C(Nc1ccccc1N1CCOCC1)c1cc(-c2ccncc2)nc2ccccc12	-4.3
Cc1ccc(NC(=O)C(CC(C)C)NC(N)=O)cc1Cl (configuration not stated)	15.4
c1ccc2oc(CCc3nc4ccccc4o3)nc2c1	-42.9
O=C(Cn1nnc2ccccc21)NCc1ccccc1	-48.1
CCc1nc2ccc(C(=O)Nc3cccc(OC)c3)cn2c1N(CC)Cc1cccc(Br)c1	1.8
COc1ccc(CNC(=O)C[C@@H]2CC[C@@H](NC(=O)Nc3ccc4c(c3)OCO4)[C@@H](CO)O2)cc1	-6.7
CCOc1ccccc1NC(=O)C(OC(=O)C1CC1)c1ccccc1 (configuration not stated)	11.9
c1ccc(-c2ccc(C3[C@H]4CNC[C@@H]3N4Cc3nccs3)cc2)cc1 (some centres not stated)	2.6&-1.7
COc1ccc2c3c(n(C)c2c1)[C@H](CO)N(C(C)=O)CC31CN(S(=O)(=O)c2ccccc2)C1	7.7[25 µM]
O=S(=O)(NC1CCCCC1N1CCC(O)CC1)c1ccccc1 (configuration not stated)	4.8
CCN1CCN(c2ccc(S(=O)(=O)N3CCOCC3)cc2NC(=O)/C=C/c2cccc(OC)c2OC)CC1	11.1
c1ccc(-c2ccc(C3=Nn4c(nnc4-c4cccs4)SC3)cc2)cc1	12.6
CC(C)C#Cc1ccc([C@@H]2[C@@H](C#N)N(C(=O)c3cccc(F)c3)[C@@H]2CO)cc1	3.0[25 µM]
CCOC(=O)C1(C)CCCN(C(=O)c2ccc(C#N)cc2)C1 (configuration not stated)	10.3
CN1CCN(S(=O)(=O)c2ccc(Cl)c(C(F)(F)F)c2)CC1	7.3
C/C(N)=C(/C#N)C(=O)COC(=O)CNS(=O)(=O)c1c(F)cccc1F	3.5
Cc1cccc(-c2ccc([C@@H]3[C@@H](CO)N4CCCCN(S(=O)(=O)c5ccccc5F)C[C@@H]34)cc2)c1	-16.2[25 µM]
COc1cc2c(=O)n(C)c3ccccc3c2cc1OC	0.5
CC(NC(=O)COC(=O)/C=C/c1cccc(F)c1)c1ccccc1 (configuration not stated)	-1.8
Cc1cccnc1NC(=O)CCc1nnc2ccc(N3CCC4(CC3)OCCO4)nn12	-2.3
Cc1ccc(F)c(S(=O)(=O)NC(=O)C2(C)CCN2C(=O)CC2CCCCC2)c1 (configuration not stated)	3.6
Cc1ccc(C(=O)NCC(=O)OCc2nnc(-c3ccc([N+](=O)[O-])cc3)o2)s1	-5.8
Cc1cccc(NC(=S)NCC(c2ccccc2)N(C)C)c1 (configuration not stated)	-10.8

(list continues)
SMILES	BL2 CD40 inh
COc1ccc(C(O)C(CN2CCOCC2)c2ccccc2)cc1 (configuration not stated)	8.8
C=CCN(Cc1cccc(OC)c1OC)C(=O)Oc1ccccc1	12.2
COc1ccc(CCNC(=O)Nc2ccc3c(c2)OCO3)cc1OC	-9.3
O=C(NC1CCCC1)C1CC1c1ccccc1 (configuration not stated)	-3.7
Cc1ccccc1S(=O)(=O)N1CCCCN2[C@H](CO)[C@H](c3ccc(-c4cccnc4)cc3)[C@H]2C1	22.5[25 µM]
O=C(COc1ccc(S(=O)(=O)N2CCCCC2)cc1)NCc1ccncc1	11.9
CO[C@@H]1CN(C)C(=O)c2ccc(NC(=O)C3CCOCC3)cc2OC[C@H](C)N(CC2CC2)C[C@@H]1C	4.6
CCCc1nc2cc(CC(=O)OC)ccc2o1	8.5
COc1ccc2c3c([nH]c2c1)[C@H](CO)N(C(=O)CC1CC1)CC31CN(Cc2cccnc2)C1	-8.3[25 µM]
O=C(CN1C(=O)C2(OCCO2)c2ccccc21)c1ccc(Cl)cc1	3.1
COCCN1CN(S(=O)(=O)c2ccccc2)c2nc3ccccc3nc21	13.9
CN(Cc1ccccc1)C(=O)COC(=O)COc1ccc(C#N)cc1	1.6
COC(=O)c1cc(S(=O)(=O)NCC2CCN(CCc3cccs3)CC2)cn1C	7.1
CCNC(=O)[C@H]1[C@H](CO)[C@H]2Cn3c(ccc(-c4ccc(F)cc4)c3=O)[C@H]2N1C	-8.2
COCCn1c(C)cc(C(=O)COC(=O)CCS(=O)(=O)c2ccc(C)cc2)c1C	4.0
Cc1ccc(S(=O)(=O)N(C)C[C@H]2OCCCC[C@@H](C)Oc3ccc(NS(=O)(=O)c4ccc(Cl)cc4)cc3C(=O)N([C@@H](C)CO)C[C@@H]2C)cc1	16.2
O=C([C@H]1[C@H](CO)[C@H]2Cn3c(cccc3=O)[C@@H]1N2Cc1cccc(Cl)c1)N1CCOCC1	-2.0
CCCOC(=O)Nc1c(C)cccc1C(C)C	3.6
O=C(C1CCCN(S(=O)(=O)c2cccc3nsnc23)C1)N1CCc2ccccc2C1 (configuration not stated)	15.2
Cc1ccc(Cl)cc1NCN1C(=O)c2ccccc2C1=O	0.0
